# Assay outcomes (PubChem BioAssay)
# TGFb inhibitor = qHTS for Inhibitors of TGF-b. 1.2% of 410,000 active. Potency, µM (series often up to 46.1 µM), without a hit: at the highest dose activity, negative = inhibition, usual class: inhibitors. HepG2 CAGA-GFP TGF-b/SMAD3 reporter, GFP fluorescence, 18 h; TGF-beta stimulated, 500 pg/mL final; note: potency is the fitted concentration of half-maximal effect; % is set by controls: 0 for no effect and ±100 for the full control effect; nearly all actives have a fitted effect of over 65% in size
#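 Inhibition was scored as loss of TGF-beta-induced (500 pg/mL final, 18 hours, 37 degrees C) GFP in HEPG2 cells carrying a CAGA-GFP reporter, in DMEM with 1% FBS. Well GFP was summed per cell; Activity was normalised to unstimulated and stimulated DMSO wells, then concentration-response fitting.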
# EPAC2 agonist = qHTS for Agonist of cAMP-regulated guanine nucleotide exchange factor 4 (EPAC2): primary screen; Rap guanine nucleotide exchange factor 4 (Homo sapiens), Q8WZA2; EPAC2 activation, biochemical qHTS; response scale: 100% = 6.5 mM cAMP response; Potency, µM (titrated, usually from 154 µM), for the others: top-dose activation, actives largely listed as activators; 0.079% of 360,000 active; AID 720711, 2013; note: potency is the fitted concentration of half-maximal effect; nearly all actives have a fitted effect of over 50% in size
# Target sequence (Q8WZA2 whole entry, looked up): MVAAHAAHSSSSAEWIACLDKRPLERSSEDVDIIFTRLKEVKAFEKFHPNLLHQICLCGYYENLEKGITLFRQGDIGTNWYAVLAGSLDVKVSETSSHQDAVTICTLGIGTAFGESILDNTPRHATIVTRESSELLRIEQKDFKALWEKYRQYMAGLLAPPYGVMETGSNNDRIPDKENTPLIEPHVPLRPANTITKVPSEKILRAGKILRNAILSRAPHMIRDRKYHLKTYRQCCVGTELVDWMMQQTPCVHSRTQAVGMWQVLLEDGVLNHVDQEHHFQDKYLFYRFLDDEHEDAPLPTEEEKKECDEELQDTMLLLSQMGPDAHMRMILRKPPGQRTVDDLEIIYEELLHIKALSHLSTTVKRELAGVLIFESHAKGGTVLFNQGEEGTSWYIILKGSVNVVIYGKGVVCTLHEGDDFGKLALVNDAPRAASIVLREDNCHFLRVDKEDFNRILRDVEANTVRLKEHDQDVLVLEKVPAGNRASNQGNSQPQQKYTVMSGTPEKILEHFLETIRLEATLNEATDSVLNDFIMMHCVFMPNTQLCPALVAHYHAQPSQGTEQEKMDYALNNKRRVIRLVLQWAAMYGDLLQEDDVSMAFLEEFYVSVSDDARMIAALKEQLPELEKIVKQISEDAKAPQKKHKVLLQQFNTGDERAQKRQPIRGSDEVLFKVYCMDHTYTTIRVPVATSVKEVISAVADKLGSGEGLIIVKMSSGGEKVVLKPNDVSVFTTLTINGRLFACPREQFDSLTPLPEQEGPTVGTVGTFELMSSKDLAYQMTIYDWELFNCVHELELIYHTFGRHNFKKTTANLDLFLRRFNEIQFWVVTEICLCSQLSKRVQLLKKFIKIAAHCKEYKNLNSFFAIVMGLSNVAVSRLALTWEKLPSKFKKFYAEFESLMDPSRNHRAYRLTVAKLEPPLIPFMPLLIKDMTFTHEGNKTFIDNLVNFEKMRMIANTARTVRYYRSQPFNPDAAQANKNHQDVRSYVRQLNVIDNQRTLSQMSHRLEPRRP
#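 Each well held 100 nM EPAC2, 250 nM RAP1B-BODIPY-GDP and 50 uM GDP. Fluorescence, read at 5-min intervals to 30 min, was referenced to a 6.5 mM cAMP positive control.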
# ATXN2 expr inh = Primary qHTS for Inhibitors of ATXN expression; HEK-293 ATXN2-luciferase reporter, luminescence, 24 h; 0.72% of 360,000 active; AID 1745845, 2022; Potency, µM (titrated, usually from 57 µM), inactives show top-dose activity change, negative = inhibition, hits mostly inhibitors; note: potency is the fitted concentration of half-maximal effect; % is set by controls: 0 for no effect and ±100 for the full control effect; nearly all actives have a fitted effect of over 55% in size
#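 ATXN2-luciferase reporter cells (luciferase flanked by upstream and downstream ATXN2 gene portions) were treated 24 h at 37 °C with compounds at up to 57 uM. SteadyGlo luminescence gave expression; GF-AFC fluorescence gave viability.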
# Nrf2 inh = Nrf2 qHTS screen for inhibitors | A549 ARE-Fluc reporter, luciferase luminescence, 18-24 h | Potency, µM (top dose mostly 46 µM), without a hit: at the highest dose activity change, negative = inhibition, actives largely listed as inhibitors | 2.1% of 360,000 active; note: potency is the fitted concentration of half-maximal effect; % is set by controls: 0 for no effect and ±100 for the full control effect; nearly all actives have a fitted effect of over 60% in size
#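 Cells were seeded and rested 2 h, then exposed to compounds for 18-24 h. CellTiter-Fluor was read first as a viability measure. BugLite was added 15 min before the final luminescent read of ARE-luciferase activity in A549 cells.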
# IL-2 act = qHTS of IL-2 Activators. IL-2 activation reporter assay, cell-based qHTS; stimulated with anti-CD3/CD4/CD28 beads; in transgenic mouse T cells. activation, % (series mostly up to about 46 µM). 0.065% of 360,000 active. AID 652025, 2013; in the data active = activation above about 50%; inconclusive = mostly about 30% to 49%; note: 0% is about no effect
#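 Using fluorescent plate cytometry, EGFP and DsRed are detected in transgenic mouse T cells stimulated 18 h at 37 degrees C with antibody-coated beads after 60 min compound pretreatment.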
# ATXN viability = Viability Counterscreen for Primary qHTS for Inhibitors of ATXN expression. AID 651635, 2014. Potency, µM (doses to about 56.7 µM), actives largely listed as cytotoxic. 0.49% of 400,000 active. S2 cells (HEK-293 line with an ATXN2-luciferase reporter) viability, CellTiter-Fluor protease fluorescence, 24 h; note: potency is the fitted concentration of half-maximal effect; nearly all actives have a fitted effect of over 40% in size
# HepG2 tox = qHTS for Inhibitors of TGF-b: Cytotox Counterscreen; HepG2 CAGA-GFP viability, ATP luminescence, 18 h; Potency, µM (highest dose often 46.1 µM), for the others: at the top dose activity change, negative = cytotoxicity, usual class: cytotoxic; 0.76% of 410,000 active; note: potency is the fitted concentration of half-maximal effect; some results filed as inactive show a strong effect at the top dose
#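 CellTiter-Glo luminescence gave cytotoxicity after 18 hours at 37 degrees C. The cells were HepG2 CAGA-GFP in 1% FBS DMEM, stimulated with 500 pg/mL TGF-beta after compound addition. %Activity was normalised to no-cell wells (complete cell-killing) and DMSO (no toxicity), and curves were fitted and classified.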
# Nrf2 activator = qHTS of Nrf2 Activators; 0.31% of 410,000 active; Potency, µM (top dose mostly 46.1 µM), inactives show at the top dose activation, actives largely listed as activators; AREc32 ARE-luciferase reporter (MCF7-derived line), luminescence, 24 h; note: potency is the fitted concentration of half-maximal effect; % of control where 0% means no effect; nearly all actives have a fitted effect of over 65% in size
#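 Reporter line AREc32 (ARE-Fluc), seeded overnight in OPTI-MEM with 5% FBS; compound pin-transferred, 24 hr at 37 deg C, 5% CO2; luminescent read-out.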
# A549 tox = Nrf2 qHTS screen for inhibitors: counterscreen for cytotoxicity. Potency, µM (doses to about 46 µM), for inactives: at the highest dose activity change, negative = cytotoxicity, hits mostly inhibitors. A549 ARE-Fluc cells, CellTiter-Fluor viability, 18-24 h. AID 504648, 2011. 0.16% of 390,000 active; note: potency is the fitted concentration of half-maximal effect; % is set by controls: 0 for no effect and ±100 for the full control effect
#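 Cytotoxicity counterscreen: CellTiter-Fluor fluorescence was measured in A549 ARE_Fluc cells after 18-24 h of compound exposure in a concentration series. The subsequent BugLite luminescent read reports ARE-luciferase activity.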
# * marks the source's active call; other numbers are inactive results; i = inactive; u = inconclusive; x = not tested or not shown; [ ] = remark or other dose. Unless noted, calls come from the whole dose curve; as a rule, active = well fitted curve in the direction sought with a large enough effect; inconclusive = small, poorly fitted or top-dose-only effect, or another doubt; inactive = no such curve, though single readings can be large; an effect the other way counts as inactive or inconclusive.
# Values in the order: TGFb inhibitor	EPAC2 agonist	ATXN2 expr inh	Nrf2 inh	IL-2 act	ATXN viability	HepG2 tox	Nrf2 activator	A549 tox
O=S(=O)(NCc1csc(-c2ccccc2)n1)c1ccc(Cl)s1
 : -6.4%	u	-7.7%	9.0%	-0.3	i	-21.4%	3.2%	21.4%
O=C(NCCS(=O)(=O)N1CCN(c2ccccc2)CC1)C12CC3CC(CC(C3)C1)C2
 : -16.2%	2.2%	x	x	-3.1	i	-22.2%	0.2%	x
Cc1nc2nc(NC(=O)c3ccc(C(C)(C)C)cc3)[nH]n2c(=O)c1Cc1ccccc1
 : -1.6%	x	2.1%	12.8%	x	i	-2.1%	0.4%	1.9%
Cc1ccc(CNC(=O)CN(C(=O)C2(C)CC(=O)N=C3C=CC=CN32)c2ccccc2)cc1 (stereo not drawn)
 : 0.0%	4.9%	-9.1%	1.2%	-2.3	i	-22.9%	-0.3%	-2.8%
COc1ccc(NC(=O)C(c2ccc(OC)cc2)N(C)C(=O)CNC(C)=O)cc1 (stereo not drawn)
 : 3.6%	-0.1%	-4.8%	-20.7%	1.3	i	-35.4%	-0.3%	-7.8%
Cc1cccc2nc3c(nc12)CCCC3
 : -25.9%	1.4%	x	8.6%	-1.3	i	-4.7%	-0.2%	17.5%
CCOC1=C2CN(S(=O)(=O)c3ccc(C)cc3)[C@H](c3ccccc3)C[C@@H]2N(S(C)(=O)=O)[C@H](c2ccccc2)C1
 : -19.8%	-1.6%	7.7%	x	0.3	i	-51.3%	-0.4%	x
N/C(=N/O)C(c1ccccc1)c1ccccc1
 : 0.0%	3.5%	34.0%[activator]	10.9%	5.3	i	1.9%	3.5%	-4.1%
O=C(NCc1ccccc1Cl)C1CCCN(S(=O)(=O)c2cccc3nonc23)C1 (stereo not drawn)
 : -2.1%	0.8%	2.6%	-16.8%	-0.1	i	-20.7%	-0.3%	1.1%
CC(C)CN(C(=O)CSc1nc2ccccc2c(=O)[nH]1)c1c(N)n(CC(C)C)c(=O)[nH]c1=O
 : -6.3%	5.7%	-20.0%	16.0%	-1.2	u	5.3%	-0.5%	4.9%

# Continued; the last 2 above are carried over.
# Values in the order: TGFb inhibitor	EPAC2 agonist	ATXN2 expr inh	Nrf2 inh	IL-2 act	ATXN viability	HepG2 tox	Nrf2 activator	A549 tox
O=C(NCc1ccccc1Cl)C1CCCN(S(=O)(=O)c2cccc3nonc23)C1 (stereo not drawn)
 : -2.1%	0.8%	2.6%	-16.8%	-0.1	i	-20.7%	-0.3%	1.1%
CC(C)CN(C(=O)CSc1nc2ccccc2c(=O)[nH]1)c1c(N)n(CC(C)C)c(=O)[nH]c1=O
 : -6.3%	5.7%	-20.0%	16.0%	-1.2	u	5.3%	-0.5%	4.9%
Cc1cc(=O)[nH]c(SCC(=O)c2ccc(F)c(C)c2)n1
 : 5.6%	-1.9%	3.3%	5.7%	-0.4	i	-2.4%	2.7%	-9.4%
O=C(c1c(F)c(F)c(F)c(F)c1F)N1CCN(c2cccc(C(F)(F)F)c2)CC1
 : -3.2%	-2.3%	-14.7%	7.9%	1.3	u	-34.7%	2.6%	u
O=C1CC(=O)N(c2ccccc2)N1c1ccccc1
 : 0.2%	4.5%	-14.5%	5.7%	-0.5	u	-1.0%	-0.8%	-2.3%
C=CCn1c(-c2cccc(S(=O)(=O)N(CC)CC)c2)n[nH]c1=S
 : 3.7%	3.9%	-0.2%	-26.6%	-1.2	i	-5.0%	2.1%	6.3%
CCOC(=O)C(=CNc1ncccc1C)C(=O)OCC
 : -6.3%	0.9%	-12.8%	u	-2.1	i	1.1%	2.2%	-10.6%
O=C(NCc1ccco1)C1CCC(N2C(=O)c3ccccc3C2=O)CC1 (stereo not drawn)
 : -6.3%	6.6%	-6.1%	-3.7%	3.6	i	1.4%	-0.4%	-1.3%
COc1ccc(N2CCN(c3oc(-c4ccccc4OC)nc3C#N)CC2)cc1
 : -42.1%	14.5%	-8.1%	u	0.3	i	-7.8%	-0.4%	-9.3%
O=C(Nc1ccc(F)cc1)N1CCC(c2nc3c(nnn3Cc3cccc(Cl)c3)c(=O)[nH]2)CC1
 : -26.9%	1.4%	-17.6%	20.6µM*	-2.9	i	-10.8%	3.8%	u
O=C(CSc1nnnn1-c1cccc(F)c1)Nc1nc2ccccc2s1
 : 2.0%	-7.4%	2.0%	9.8%	-2.6	i	-5.7%	5.0%	-8.6%
CC(c1ccccc1)n1c(-c2ccc(C(C)(C)C)cc2)n[nH]c1=S (stereo not drawn)
 : u	7.3%	-15.0%	7.2%	-3.3	i	-13.7%	-0.3%	1.3%
COc1ccc2[nH]c(C)c(CCNc3ccc(C(F)(F)F)cc3[N+](=O)[O-])c2c1
 : -24.0%	8.6%	-24.0%	u	-5.6	i	-27.6%	3.3%	-11.1%
ClCC1NCC(c2ccccc2Cl)c2c1[nH]c1ccccc21 (stereo not drawn)
 : -20.0%	3.3%	15.2%	16.5%	1.4	i	0.8%	6.4%	-0.6%
c1ccc(OCc2noc(CN3CC[C@@H]4CCCC[C@H]4C3)n2)cc1
 : -25.6%	13.7%	x	-16.4%	-0.6	i	-4.0%	-0.8%	-1.5%
CCC(N=c1cc(-c2ccc(OC)cc2)oc2ccc(C)cc12)C(=O)O (stereo not drawn)
 : 5.8%	-2.1%	61.0%[activator]	8.6%	-0.4	i	7.1%	3.1%	-9.7%
CCC1CCCCN1C(=O)c1cc(S(=O)(=O)N2CCOCC2)ccc1C (stereo not drawn)
 : -8.7%	9.5%	-10.5%	2.4%	-0.5	i	-7.3%	-0.4%	-2.3%
CC(Nc1nc(-c2ccccc2)nc2ccccc12)c1ccccc1 (stereo not drawn)
 : u	12.9%	-5.6%	u	2.6	u	-27.8%	3.6%	-4.2%
Cc1cc(N2CCC(C(=O)N(CC(C)C)CC(C)C)CC2)n2nc(C)c(-c3ccc(Cl)cc3)c2n1
 : 3.0%	x	8.5%	1.2%	x	i	8.1%	-0.2%	-18.8%
CCOc1ccccc1CN1CCNC(=O)C1CC(=O)NC1CCCCCC1 (stereo not drawn)
 : 22.7%	3.5%	2.2%	-2.7%	-0.3	i	2.6%	0.3%	1.5%
Cc1ccc(NC(=O)Nc2ccc(Cl)cn2)cc1
 : 5.6%	-0.1%	x	u	2.6	i	-9.2%	8.8%	1.1%
CCN(/C(N)=N/c1nc(C)cc(C)n1)c1ccccc1
 : 0.1%	3.0%	-1.8%	8.4%	-0.5	i	-17.6%	1.4%	8.8%
CC(C)(C)c1ccc(C(=O)NCCNC(=O)c2ccco2)cc1
 : 13.3%	3.2%	17.6%	u	2.8	i	9.5%	0.5%	-1.3%
CCOc1ccc(-c2nc(SCC(=O)Nc3ccc4c(c3)OCO4)c(-c3ccc(F)cc3)[nH]2)cc1
 : -12.6%	x	3.5%	3.3%	x	i	-28.3%	3.8%	-3.5%
O=C(C[C@H]1C/C=C\CC[C@@H](Cc2ccc(F)cc2)C(=O)OCCNC1=O)NCCO
 : 11.0%	-6.8%	13.7%	-9.2%	-0.5	i	3.3%	1.8%	-6.9%
COc1ccc(NC(=O)CN2c3cccc4cccc(c34)S2(=O)=O)cc1
 : -20.9%	11.4%	3.6%	-16.8%	0.8	i	-4.2%	-0.5%	15.4%
COc1ccc(NC(=O)CCn2nnc(-c3ccc(C)cc3)n2)cc1OC
 : -0.6%	-5.4%	-12.9%	-7.3%	-0.1	i	-19.1%	-0.1%	-7.1%
COCc1cnc(C)nc1N
 : 5.6%	3.5%	4.1%	0.9%	0.1	i	4.2%	0.2%	0.6%
O=C(COC(=O)c1ccccc1OCc1ccc(Cl)cc1)NCC1CCCO1 (stereo not drawn)
 : -0.6%	6.1%	-1.7%	2.6%	-0.8	i	-29.1%	3.5%	-4.4%
Cc1nnc(Sc2nc3c(c(=O)[nH]c(=O)n3C)n2CCc2ccccc2)s1
 : -13.1%	0.1%	3.1%	-6.6%	-3.7	i	-20.7%	-0.7%	-2.3%
COc1ccc(CC(=O)Nc2ccc(NC(=O)c3ccc(Br)cc3)cc2)cc1OC
 : 18.4%	3.2%	-24.7%	0.6%	-0.7	i	0.6%	-0.7%	-1.1%
COc1cc(/C=C(\C#N)c2ccccn2)ccc1OCC(=O)Nc1c(Cl)cccc1Cl
 : -11.1%	-5.0%	-3.3%	5.7%	-0.3	i	-7.1%	0.5%	-0.4%
O=C(CSc1ccc2nnc(CCNC(=O)c3ccccc3)n2n1)NCc1ccc(F)cc1
 : 5.8%	4.9%	3.3%	-15.2%	-0.5	i	-5.0%	0.1%	-5.8%
CCC(Cc1ccccc1)NC(=O)C1CC1 (stereo not drawn)
 : 3.8%	8.7%	6.3%	0.9%	0.3	i	0.2%	0.3%[9.22 µM]	3.3%
COc1cc(C(=O)NCCCN(C)C)ccc1OCC(=O)Nc1cccc(C(F)(F)F)c1
 : -5.5%	2.5%	u	-4.0%	-0.8	u	-22.7%	1.9%	0.9%
CCOc1ccc(CN(C)CC(=O)NCc2ccc(F)cc2)cc1
 : 1.0%	9.1%	x	1.4%	1.3	i	2.4%	-0.6%	0.9%
COc1ccc(NC(=O)CN(C)C(=O)/C=C/c2cn(-c3ccccc3)nc2-c2ccc(C)cc2)cc1
 : -12.9%	9.0%	-14.2%	-23.5%	-0.7	u	0.0%	0.2%	-22.1%
O=C(NN/C(=N/S(=O)(=O)c1ccc(Cl)cc1)c1ccccc1)c1cccc(Cl)c1
 : 31.6%[activator]	7.4%	47.5%[activator]	u	0.1	i	-10.6%	4.47µM*	-1.3%
